SENP1 FRET inh = human SENP1 catalytic domain inhibitors, primary screen, biochemical, FRET, uHTS. hit rate 0.21% among 360,000. Sentrin-specific protease 1 (Homo sapiens), Q9P0U3. AID 624204, 2012. recombinant SENP1 catalytic domain, CyPet-SUMO1-YPet FRET cleavage. inhibition, % at 10 µM;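 active means inhibition at least 30% at 10 µM, raw YFP signal under a set limit, fluorescence ratio 0.5 to 1.5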;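 further: 0% = enzyme with DMSO and 100% = no enzyme wells; some results filed as inactive read as strong as hits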
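Material – human SENP1 catalytic domain · Input – SENP1 enzyme, 20 pM final · Compound dosing – single concentration of 10 µM compound, 0.5% DMSO final · Timing – enzyme reaction for 50 min at room temperature, dark · Measured by – FRET fluorescence in CFP and YFP emission channels · Control set – no-enzyme wells low, DMSO-plus-enzyme wells high control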
PfGluPho inh = PfG6PD enzyme inhibitors, primary screen, biochemical, fluorescence intensity, uHTS; inhibition, % at 20 µM; hit rate 0.78% among 350,000; glucose-6-phosphate dehydrogenase-6-phosphogluconolactonase (Plasmodium falciparum 3D7); PfGluPho enzyme, NADPH resazurin-diaphorase fluorescence; AID 504690, 2011;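 active means inhibition reaching at least a set limit at 20 µM in the primary screen, cut at about 59% in these data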;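 further: 0% = DMSO wells with substrate and 100% = DMSO wells lacking glucose-6-phosphate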
NR3A LBD binder = binders of NR3A ligand-binding domain, primary screen, biophysical, differential scanning fluorimetry, uHTS; Glutamate receptor ionotropic, NMDA 3A (GRIN3A) ligand-binding domain; NR3A LBD differential scanning fluorimetry, Tm shift; 0% = protein alone, 100% = glycine-bound protein; Tm shift relative to glycine control, % at 25 µM; hit rate 2.5% among 340,000; AID 1259313, 2017;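 active means melting temperature shift of at least 10% of the positive control shift, at one fixed dose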
MPTP block = mitochondrial permeability transition pore inhibitors, primary screen, biochemical, isolated mouse mitochondria, absorbance. Ca2+ swelling absorbance, 30 min. inhibition, % at 10 µM. hit rate 1.4% among 360,000;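 active means inhibition of 50% or more, scaled per plate between neutral and stimulator controls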;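 further: 0% = DMSO wells given calcium and 100% = 1 mM EGTA wells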
SENP8 inh = human SENP8 protease inhibitors, primary screen, biochemical, fluorescence, Nedd8 protein substrate, uHTS; inhibition, % at 20 µM; recombinant SENP8; hit rate 0.64% among 360,000; in the data active means inhibition mostly above about 40%, no sharp cut-off; inactive means mostly below about 27%
SENP6 inh = SENP6 protease inhibitors, primary screen, biochemical, luminescence, uHTS. Sentrin-specific protease 6 (Homo sapiens), Q9GZR1. Recombinant SENP6 catalytic domain, aminoluciferin luminescence. inhibition, % at 10 µM. hit rate 1.8% among 330,000. AID 2599, 2010;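 active means inhibition above about 50% at the single tested dose, limit read from the data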;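 further: plate controls were DMSO wells with enzyme for no effect and DMSO wells lacking enzyme for full effect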
hIAP act = human IAP activators, primary screen, biochemical, luminescence, uHTS. AID 2524, 2010. hit rate 0.16% among 330,000. activation factor at 10 µM. purified human IAP, CDP-Star luminescence, 30 min; stronger effect = higher value; 1 = vehicle-only enzyme, 0 = enzyme-free background;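 active means activation factor of the enzyme at least 2-fold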; further: the source names both 10 and 20 µM as test concentration; values of inactives mirror those of a sister screen read the other way
Target sequence (P09923 whole entry, looked up): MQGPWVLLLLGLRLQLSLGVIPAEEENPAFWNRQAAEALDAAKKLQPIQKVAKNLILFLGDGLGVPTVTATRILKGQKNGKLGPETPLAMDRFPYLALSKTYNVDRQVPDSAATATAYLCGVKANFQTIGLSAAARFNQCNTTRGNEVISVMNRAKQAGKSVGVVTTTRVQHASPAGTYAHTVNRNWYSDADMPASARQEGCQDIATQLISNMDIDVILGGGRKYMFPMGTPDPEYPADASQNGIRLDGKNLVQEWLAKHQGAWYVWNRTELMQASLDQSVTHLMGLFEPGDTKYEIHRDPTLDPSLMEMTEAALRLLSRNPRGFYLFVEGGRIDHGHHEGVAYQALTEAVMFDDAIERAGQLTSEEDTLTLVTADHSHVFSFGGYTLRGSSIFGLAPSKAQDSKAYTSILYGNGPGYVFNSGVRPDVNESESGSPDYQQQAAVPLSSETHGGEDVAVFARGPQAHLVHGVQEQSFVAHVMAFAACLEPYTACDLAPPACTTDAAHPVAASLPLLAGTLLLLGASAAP
ATG4B inhibitor = ATG4B protease inhibitors, primary screen, biochemical, fluorescence, uHTS | Cysteine protease ATG4B (Homo sapiens), Q9Y4P1 | ATG4B cleavage of LC3-PLA2, NBD-HPC fluorescence, 1 h | inhibition, % at 8.33 µM | hit rate 0.51% among 340,000 | AID 504462, 2011; in the data active means inhibition above about 40%
Target sequence (Q9Y4P1 whole entry, looked up): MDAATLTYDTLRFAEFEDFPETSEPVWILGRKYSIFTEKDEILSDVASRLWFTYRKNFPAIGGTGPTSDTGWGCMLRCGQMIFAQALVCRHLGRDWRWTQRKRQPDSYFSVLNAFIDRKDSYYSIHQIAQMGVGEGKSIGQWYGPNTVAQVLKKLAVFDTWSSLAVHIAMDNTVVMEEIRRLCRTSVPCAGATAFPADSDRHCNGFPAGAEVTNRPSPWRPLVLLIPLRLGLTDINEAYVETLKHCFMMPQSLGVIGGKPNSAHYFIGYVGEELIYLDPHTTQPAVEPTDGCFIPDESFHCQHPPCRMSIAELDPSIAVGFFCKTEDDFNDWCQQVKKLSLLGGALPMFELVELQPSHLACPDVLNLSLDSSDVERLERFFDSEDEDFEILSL
* marks the source's active call; other numbers are inactive results; . = no result given.

1. COc1cc(CN2CCN(C(=O)c3cccc4ccccc34)CC2)cc(OC)c1OC
2. FC(F)(F)c1nc(-c2cccs2)ncc1-c1nnnn1-c1ccc(Cl)cc1
3. NC(=O)CSc1nc2cc(Cl)ccc2c(=O)n1C1CCCCC1
4. COc1ccccc1NS(=O)(=O)c1ccc(Br)s1
5. COc1ccc(N2CCN(C(=O)CN(C)S(=O)(=O)c3cnc[nH]3)CC2)cc1
6. CC(C(=O)N1c2ccc(F)cc2CCC1C)N1C(=O)c2ccccc2C1=O (stereo not given)
7. CCCC1(C(=O)OCC)NC(c2ccc(O)cc2)C2C(=O)N(c3cccc(C(C)=O)c3)C(=O)C21 (stereo not given)
8. CCN1CCN(c2nc3c(c(=O)n(C)c(=O)n3C)n2CCSc2nccc(C)n2)CC1
assay / compound,1,2,3,4,5,6,7,8
SENP1 FRET inh,0,2,0,7,1,1,3,-1
PfGluPho inh,1,22,9,15,8,-13,-8,-1
NR3A LBD binder,1,2,-1,8,3,0,-9,0
MPTP block,0.9,24,0.3,2.1,-4.0,3.2,-0.4,6.2
SENP8 inh,13,-315,0,13,22,21,17,14
SENP6 inh,-9,3,-20,1,4,-10,-18,-17
hIAP act,1,0.99,1.1,0.96,1.1,1.1,0.98,1.1
ATG4B inhibitor,-2,-13,4,-1,6,1,6,1

The final three entries of the part above open the next one.
6. CC(C(=O)N1c2ccc(F)cc2CCC1C)N1C(=O)c2ccccc2C1=O (stereo not given)
7. CCCC1(C(=O)OCC)NC(c2ccc(O)cc2)C2C(=O)N(c3cccc(C(C)=O)c3)C(=O)C21 (stereo not given)
8. CCN1CCN(c2nc3c(c(=O)n(C)c(=O)n3C)n2CCSc2nccc(C)n2)CC1
9. O=C(Nc1cccc(F)c1)N1CCN(C/C=C/c2ccccc2)CC1
10. CCn1c(CCNC(=O)c2ccc(OC)cc2)nnc1SCc1ccc(Cl)c(Cl)c1
11. Cc1ccc(CSCc2ccc(C(=O)NC3CC3)o2)cc1
12. CCn1c(C(=O)N2CCC(C(=O)NCc3cccs3)CC2)cc2sccc21
13. COC(=O)COc1ccc(NC(=O)C(c2ccccc2)c2ccccc2)cc1
14. Cc1ccc(NC2=Nc3ccccc3CC2)cc1
15. CC(=O)c1cccc(N(C(=O)CNC(=O)c2cccs2)C(C(=O)NCC2CCCO2)c2ccccc2)c1 (stereo not given)
16. CC1CCCC(=C\c2ccccc2)/C1=N/O (stereo not given)
assay / compound,6,7,8,9,10,11,12,13,14,15,16
SENP1 FRET inh,1,3,-1,2,2,0,-1,-1,-1,0,2
PfGluPho inh,-13,-8,-1,5,7,8,5,-13,-17,-3,-10
NR3A LBD binder,0,-9,0,-2,2,2,-1,-2,0,-2,-3
MPTP block,3.2,-0.4,6.2,2.8,1.2,0.0,-0.8,0.2,-2.1,-0.8,2.6
SENP8 inh,21,17,14,28,11,5,13,-4,12,10,17
SENP6 inh,-10,-18,-17,-4,.,1,1,-1,52*,-33,-10
hIAP act,1.1,0.98,1.1,1.1,.,0.87,0.89,0.81,0.99,1,0.87
ATG4B inhibitor,1,6,1,-23,-3,-3,-10,-3,1,-9,2

17. C=CCn1c(COc2ccc(CC)cc2)nnc1SCC(=O)NC1CCS(=O)(=O)C1 (stereo not given)
18. Cc1cccc(-n2nc3c(c2NC(=O)c2cc4ccccc4o2)CS(=O)(=O)C3)c1
19. Cc1cccc(NC(=O)CCc2ccccc2)c1C
20. COC(=O)CN1C(=O)N/C(=C/c2ccc(OC)cc2)C1=O
21. Cc1cc2ccccc2c(=O)n1CC(=O)NCC(=O)N(C)Cc1ccccc1
22. CCCN1CCN(CCCNC(=S)Nc2ccc(F)cc2)CC1
23. CC(=O)c1ccc(OCCCC(=O)Nc2nnc(C3CC3)s2)cc1
24. COc1ccc(CCNC(=O)C2CC3Cn4c(nc5cc(C)c(C)cc54)C3N2C)cc1 (stereo not given)
assay / compound,17,18,19,20,21,22,23,24
SENP1 FRET inh,2,0,1,1,1,4,-5,-6
PfGluPho inh,-9,5,-2,-12,2,9,0,-10
NR3A LBD binder,-1,-1,1,1,-2,1,0,-5
MPTP block,0.4,0.3,-0.2,-0.6,-1.7,-2.1,1.7,-0.4
SENP8 inh,17,-5,8,5,-62,18,-3,-14
SENP6 inh,11,-13,-1,-8,-6,-16,-4,-6
hIAP act,1.1,1.1,1.1,0.94,0.93,1.1,0.98,0.92
ATG4B inhibitor,-18,-11,5,-4,8,-6,8,-3

25. COCCNC(=O)c1cc(-c2ccc3c(c2)OCO3)on1
26. CC(NC(=O)c1ccco1)c1nc(-c2ccccc2)no1 (stereo not given)
27. O=C(CC1C(=O)NCCN1Cc1cccc(Oc2ccccc2)c1)NCC1CCOCC1 (stereo not given)
28. COC(C[C@@H](O)[C@@H](C)[C@@H](O)COCc1ccccc1)OC
29. C[C@@H]1CCCCO[C@@H](CN(C)C(=O)c2ccncc2)[C@@H](C)CN([C@H](C)CO)C(=O)c2cc(NC(=O)Cc3ccccc3)ccc2O1
30. CCCCCn1c(=O)[nH]c2cc(C(=O)O)ccc2c1=O
31. CC(OC(=O)c1ccc(S(=O)(=O)NCc2ccco2)cc1)C(=O)Nc1ncc(Cl)cc1Cl (stereo not given)
32. Cn1c(O)c(C2=c3ccccc3=NC2=O)[nH]c1=S
assay / compound,25,26,27,28,29,30,31,32
SENP1 FRET inh,2,0,-13,1,-1,-3,-3,1
PfGluPho inh,-5,18,-10,-12,2,-57,-1,8
NR3A LBD binder,0,-1,5,-1,.,2,2,-1
MPTP block,-1.2,0.4,0.1,-2.2,-0.9,-0.1,2.4,4.3
SENP8 inh,-23,10,-54,11,8,-36,-16,36
SENP6 inh,11,-18,-11,-22,.,9,-29,-11
hIAP act,1,1,0.92,1,.,0.93,0.93,1.1
ATG4B inhibitor,-1,-16,-4,15,.,-14,2,30

33. Cc1nc(SCC(=O)NC(=O)NC(C)C)nc(C)c1C
34. O=C(NC1(C(F)(F)F)Oc2ccccc2O1)N1CCCC1
35. CC(CNCC1CCCO1)COc1ccccc1 (stereo not given)
36. CC(=O)Nc1ccc(S(=O)(=O)Nc2nc3ccccc3nc2Nc2ccc(O)cc2)cc1
37. CC(C)N(C)Cc1cn(C)nc1-c1ccc(Oc2ccccc2)cc1
38. COc1ccccc1-c1nc(SCc2ccccn2)n[nH]1
39. O=C(CNS(=O)(=O)c1ccc(Br)cc1)N1CCN(c2ccc(F)cc2)CC1
40. COc1ccc(OC)c(C2C(C#N)=C(N)Oc3c2c(C)nn3-c2ccc(C)cc2)c1 (stereo not given)
assay / compound,33,34,35,36,37,38,39,40
SENP1 FRET inh,3,-1,0,-7,-1,-4,1,-13
PfGluPho inh,-9,6,-2,-31,9,-4,6,-17
NR3A LBD binder,2,4,1,17*,3,0,-2,-8
MPTP block,-5.3,1.4,-2.0,1.2,3.2,-0.8,-0.4,-0.4
SENP8 inh,9,-186,1,-99,15,10,9,6
SENP6 inh,-3,0,-14,-7,-39,15,-2,7
hIAP act,1.1,0.79,1,0.9,1.4,0.87,1.1,1.3
ATG4B inhibitor,-3,-17,-13,-7,-1,-2,-10,-2

Molecules listed so far containing an NH in an aromatic ring:
5. COc1ccc(N2CCN(C(=O)CN(C)S(=O)(=O)c3cnc[nH]3)CC2)cc1
30. CCCCCn1c(=O)[nH]c2cc(C(=O)O)ccc2c1=O
32. Cn1c(O)c(C2=c3ccccc3=NC2=O)[nH]c1=S
38. COc1ccccc1-c1nc(SCc2ccccn2)n[nH]1
assay / compound,5,30,32,38
SENP1 FRET inh,1,-3,1,-4
PfGluPho inh,8,-57,8,-4
NR3A LBD binder,3,2,-1,0
MPTP block,-4.0,-0.1,4.3,-0.8
SENP8 inh,22,-36,36,10
SENP6 inh,4,9,-11,15
hIAP act,1.1,0.93,1.1,0.87
ATG4B inhibitor,6,-14,30,-2

Quoted from the listing:
In ATG4B inhibitor, #14 is entered as 1
In ATG4B inhibitor, #40 is entered as -2
In NR3A LBD binder, #8 is entered as 0

Further records:
41. Cc1c(C#N)c(O)n(CCO)c(=O)c1N=Nc1ccc(S(N)(=O)=O)cc1
42. Cc1cc(C)c(C)c(S(=O)(=O)N2CCC(C(=O)N(C)Cc3nc4ccccc4c(=O)[nH]3)CC2)c1C
43. O=C(COC(=O)c1cc(=O)c2ccccc2o1)Nc1ccccc1F
44. CCOc1ccc(C(C)(N)C(=O)O)cc1 (stereo not given)
45. O=C(Nc1cccc(Br)c1)c1cc(S(=O)(=O)N2CCOCC2)cs1
46. CC(/C=N/n1c(-c2ccccn2)n[nH]c1=S)=C\c1ccccc1
47. O=[N+]([O-])c1cc(-c2ncccn2)cs1
48. COc1cc(CC(=O)O)c(C(C)=O)cc1OC
assay / compound,41,42,43,44,45,46,47,48
SENP1 FRET inh,-16,1,1,-1,0,2,11,4
PfGluPho inh,17,-39,-10,-14,9,18,-4,2
NR3A LBD binder,1,-1,0,-3,2,-1,1,1
MPTP block,-0.9,-0.7,1.2,0.1,-2.6,1.8,0.8,-3.1
SENP8 inh,22,7,3,10,-6,17,14,9
SENP6 inh,6,.,7,3,-14,-15,2,-24
hIAP act,0.84,.,0.85,0.94,1.1,1.1,1,1
ATG4B inhibitor,-3,-22,-4,-3,-15,-3,-3,-14

49. O=C1CC(SCc2nc3ccccc3[nH]2)C(=O)N1c1cccc(Cl)c1 (stereo not given)
50. COC(=O)C1CCN(C(=O)Cc2c(OC)ccc3cc(Br)ccc23)CC1
51. CCOC(=O)CSc1nnc(-c2cccnc2)n1Cc1ccccc1
52. C(=N\Nc1nncc2ccccc12)/c1ccccc1
53. COc1ccccc1N1CCN(S(=O)(=O)c2cccc3nsnc23)CC1
54. COc1ccc(CN2CN(C3CCCC3)CSC2=S)cc1
55. Cc1ccc(C)c(NC(=O)CN(C)C(=O)Cc2ccc(Cl)cc2Cl)c1
56. COCCNc1nc(CSc2ccccc2)nc2sc(C)c(C)c12
assay / compound,49,50,51,52,53,54,55,56
SENP1 FRET inh,-21,-2,1,-2,2,1,-36,-1
PfGluPho inh,9,15,2,5,-17,2,-13,18
NR3A LBD binder,-5,1,0,1,-2,-1,-1,1
MPTP block,3.4,1.2,-2.9,2.4,-1.8,0.1,1.1,0.5
SENP8 inh,-73,0,4,-28,11,21,3,19
SENP6 inh,1,12,-2,33,-12,9,-14,1
hIAP act,1,0.99,1.2,0.9,0.91,1.1,1.2,0.9
ATG4B inhibitor,-4,-11,-7,4,8,1,1,46*

57. CCCc1nn(C)c2c(=O)[nH]c(-c3cc(S(=O)(=O)N(CCO)CCO)ccc3OCC)nc12
58. Cc1ccc(Cl)cc1NS(=O)(=O)c1ccc2oc(=O)ccc2c1
59. CC(C)N(Cc1ccccc1)C(=O)CN1c2cccc3cccc(c23)S1(=O)=O
60. O=C1N(Cc2ccccc2F)c2ccccc2C12OCCCO2
61. COc1ccc(CCNC(=O)c2cnccn2)cc1
62. COc1ccc(N/C=C2\C(=O)CCc3c2oc2cc(Cl)c(O)c(Cl)c32)cc1
assay / compound,57,58,59,60,61,62
SENP1 FRET inh,1,2,-2,2,-7,-25
PfGluPho inh,1,-19,6,3,-11,26
NR3A LBD binder,-1,-7,2,4,0,3
MPTP block,-0.5,-0.5,0.5,4.5,-0.8,2.9
SENP8 inh,10,22,-474,9,1,-7
SENP6 inh,-3,4,10,-15,-13,3
hIAP act,1.1,1.1,0.95,0.77,1,0.84
ATG4B inhibitor,-3,7,-17,-8,-2,-11

High-throughput results: PubChem BioAssay, Sanford-Burnham Center for Chemical Genomics
